Screens as filed in PubChem.
DRD3 antagonist – D3 dopamine receptor (human) antagonism; max response, negative = inhibition, %; D3R cells, DiscoveRx beta-arrestin luminescence, antagonist mode; active compounds read low; P35462; 2.5% of 360,000 active; AID 652054; in the data active means max response below about -50%; inconclusive means no clear call, values can overlap the other calls; further: on the % scale 0 is the no-effect control and ±100 the full control effect; mostly tested at two doses, the higher about 12 µM
Target sequence (P35462 whole entry, looked up): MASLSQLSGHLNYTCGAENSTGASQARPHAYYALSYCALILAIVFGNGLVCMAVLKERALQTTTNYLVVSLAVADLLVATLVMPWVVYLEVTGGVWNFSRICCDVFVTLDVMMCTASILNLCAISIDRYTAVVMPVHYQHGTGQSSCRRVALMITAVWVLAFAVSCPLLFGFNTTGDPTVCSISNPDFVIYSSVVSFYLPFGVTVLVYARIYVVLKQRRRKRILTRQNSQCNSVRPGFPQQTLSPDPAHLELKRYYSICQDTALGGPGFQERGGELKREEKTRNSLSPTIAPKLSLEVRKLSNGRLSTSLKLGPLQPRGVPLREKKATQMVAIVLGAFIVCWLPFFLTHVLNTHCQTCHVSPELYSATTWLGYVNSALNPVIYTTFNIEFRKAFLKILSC
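Cells expressing the human receptor were seeded at 1500 cells/well, incubated overnight at 37 degrees C in 5% CO2, then exposed to library compounds with dopamine controls for 90 minutes at 37 degrees C before luminescent detection.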
D3 ag – activates the human D3 dopamine receptor; P35462; AID 652048; D3R DiscoveRx beta-arrestin cells, luminescence, 90 min; max activation, %; 0.58% of 410,000 active; in the data active means max activation above about 30%; further: 0% is about no effect; mostly tested at two doses, the higher about 12 µM
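Agonist-mode cell screen: cells plated at 1500/well and incubated overnight at 37 °C, then exposed to library compounds for 90 min at 37 °C. Detection reagent was added for 30–60 min at room temperature, and luminescence was read.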
PLK1 PBD inh – PLK1 (human) polo-box domain binding inhibition; Potency, µM, inactives show max response, negative = inhibition, most hits filed as inhibitors; Plk1 PBD binding of FITC phosphopeptide, fluorescence polarization; 2.8% of 360,000 active; further: potency means the concentration at half of the fitted maximal effect; series mostly up to about 57 µM; on the % scale 0 is the no-effect control and ±100 the full control effect; nearly all actives have a fitted effect of over 65% in size
WRN inhibitor – inhibitors of human WRN helicase; Q14191; 0.46% of 360,000 active; WRN helicase unwinding, fluorescent forked duplex, kinetic; Potency, µM (top dose mostly 114 µM), for inactives: at the top dose activity change, negative = inhibition, usual class: inhibitors; further: potency means the concentration at half of the fitted maximal effect; on the % scale 0 is the no-effect control and ±100 the full control effect; nearly all actives have a fitted effect of over 55% in size
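Kinetic red-fluorescence monitoring (525/598 nm) tracks WRN helicase activity after 100 nM fluorophore-quencher forked duplex and 2 mM ATP are added to 20 nM enzyme pretreated 15 min at room temperature with compound.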
GLP-1R agonist – GLP-1 receptor (human) agonism; AID 624172; 0.007% of 380,000 active; HEK293 GLP-1R CRE-luciferase, luminescence, 4-6 h; cells express a hypersensitive GLP-1R form; Potency, µM (top dose mostly 45.6 µM), for inactives: at the top dose activation, actives largely listed as activators; P43220; further: potency means the concentration at half of the fitted maximal effect; % of control where 0% means no effect
Target sequence (P43220 whole entry, looked up): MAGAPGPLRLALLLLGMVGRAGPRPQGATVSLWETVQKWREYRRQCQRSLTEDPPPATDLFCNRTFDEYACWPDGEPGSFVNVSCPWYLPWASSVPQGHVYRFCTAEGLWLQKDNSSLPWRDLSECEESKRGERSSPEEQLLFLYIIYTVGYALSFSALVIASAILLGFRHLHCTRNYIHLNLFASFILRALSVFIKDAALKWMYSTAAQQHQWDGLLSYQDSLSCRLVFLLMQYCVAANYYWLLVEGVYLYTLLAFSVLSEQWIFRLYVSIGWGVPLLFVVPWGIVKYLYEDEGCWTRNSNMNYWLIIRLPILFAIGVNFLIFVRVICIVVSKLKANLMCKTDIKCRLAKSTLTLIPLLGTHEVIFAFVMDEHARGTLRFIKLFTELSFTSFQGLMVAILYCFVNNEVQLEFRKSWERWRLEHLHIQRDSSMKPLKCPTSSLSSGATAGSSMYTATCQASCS
IL2 activator – activators of IL-2; IL-2 activation reporter assay, cell-based qHTS; stimulated with anti-CD3/CD4/CD28 beads; in transgenic mouse T cells; activation, % (series mostly up to about 46 µM); 0.065% of 360,000 active; AID 652025; in the data active means activation above about 50%; inconclusive means mostly about 30% to 49%; further: 0% is about no effect
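Unstimulated transgenic mouse T cells; 60-min compound exposure; bead-based TCR/CD4/CD28 stimulation; 18 h culture, 37 degrees C; dual fluorescence (EGFP, DsRed) plate cytometry.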
GLP1R cytotox – cytotoxicity in counter-screen for GLP-1R inverse agonists | HEK293 cAMP-luciferase reporter cells, luminescence, 24 h | Potency, µM (top dose mostly 38.3 µM), for the others: at the top dose activity change, negative = inhibition, most hits filed as inhibitors | 0.13% of 410,000 active;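 further: loss of luciferase light is scored as toxicity; potency means the concentration at half of the fitted maximal effect; on the % scale 0 is the no-effect control and ±100 the full control effect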
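Compound-treated cells are incubated 24 hr at 37 deg C under 5% CO2 after a 12 hour attachment period, then luciferase detection reagent is added and luminescence is measured following 12 min at room temperature; lowered signal indicates toxicity.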
GLP-1R inv ag – GLP-1 receptor (human) inverse agonism; AID 624417; 1.6% of 410,000 active; P43220; HEK293 GLP-1R CRE-luciferase, luminescence, 24 h; GLP-1R form is constitutively active; Potency, µM (top dose mostly 38.3 µM), inactives show at the highest dose activity change, negative = inhibition, usual class: inhibitors; further: potency means the concentration at half of the fitted maximal effect; on the % scale 0 is the no-effect control and ±100 the full control effect; nearly all actives have a fitted effect of over 55% in size
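Readout was luciferase luminescence, measured 12 min after detection reagent at room temperature. Beforehand, GLP-1R reporter HEK293 cells had sat 12 h, then received compounds for 24 hr at 37 deg C.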
PI5P4K alpha inh – blocks human PI5P4K alpha kinase activity; P48426; PI5P4Kalpha enzyme, ADP-Glo luminescence, 60 min; active compounds read low; max response, %; 1.2% of 330,000 active; AID 652105; active means max response of -50% or lower; inconclusive means between -30% and -50%; inactive means -30% or higher; further: value at the top dose of about 77 µM; on the % scale 0 is the no-effect control and ±100 the full control effect
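Controls without substrate or without enzyme flank wells where PI5P4Kalpha converts substrate using 5 microM ATP (final). Incubation lasts 60 minutes at room temperature; ADP formed is read by ADP-Glo luminescence.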
Active calls of the source: *; u = inconclusive; x = not tested or not shown; [ ] = another dose, or the depositor's remark. Unless noted, the call rests on the fitted dose curve; in most records, active means well fitted curve in the direction sought with a large enough effect; inconclusive means small, poorly fitted or top-dose-only effect, or another doubt; inactive means no such curve, though single readings can be large; an effect the other way counts as inactive or inconclusive.

Sample of the layout, 4 compounds:
SMILES	DRD3 antagonist	D3 ag	PLK1 PBD inh	WRN inhibitor	GLP-1R agonist	IL2 activator	GLP1R cytotox	GLP-1R inv ag	PI5P4K alpha inh
Nc1[nH]c(C(=O)c2ccccc2)c(-c2cccnc2)c1C(=O)NCCc1ccc(Cl)cc1Cl	-5	-12	-10%	1%	-3%	-0.9	1%	12%	-1
COc1ccc(C(=O)OCC[N+]2(C)CCOCC2)cc1	-18	-17	2%	12%	1%	0.0	-3%	7%	-18
COc1ccc(N2C(=O)NC3CC2(C)Oc2ccc(Cl)cc23)cc1OC (stereo not drawn)	-13	1	3%	2%	7%	0.3	-22%	-1%	-5
Cc1nnc(SCC(=O)Nc2nccs2)n(N)c1=O	-1	1	5%	7%	-2%	-0.8	-1%[7.66 µM]	-2%[7.66 µM]	-10

Main list, from the first entry:
SMILES	DRD3 antagonist	D3 ag	PLK1 PBD inh	WRN inhibitor	GLP-1R agonist	IL2 activator	GLP1R cytotox	GLP-1R inv ag	PI5P4K alpha inh
Nc1[nH]c(C(=O)c2ccccc2)c(-c2cccnc2)c1C(=O)NCCc1ccc(Cl)cc1Cl	-5	-12	-10%	1%	-3%	-0.9	1%	12%	-1
COc1ccc(C(=O)OCC[N+]2(C)CCOCC2)cc1	-18	-17	2%	12%	1%	0.0	-3%	7%	-18
COc1ccc(N2C(=O)NC3CC2(C)Oc2ccc(Cl)cc23)cc1OC (stereo not drawn)	-13	1	3%	2%	7%	0.3	-22%	-1%	-5
Cc1nnc(SCC(=O)Nc2nccs2)n(N)c1=O	-1	1	5%	7%	-2%	-0.8	-1%[7.66 µM]	-2%[7.66 µM]	-10
CCOC(=O)c1cccc(NC(=O)CCOc2ccccc2)c1	6	6	-12%	1%[57.1 µM]	5%	-0.4	6%	u	5
COc1ccc(CCNC(=O)CCC(=O)Nc2ccc3nc(N4CCN(C)CC4)cc(C)c3c2)cc1OC	0	-4	-16%	1%	-5%	-0.5	3%	-12%	3
COc1ccc(NC(=O)COC(=O)c2ccc(Cl)c(S(N)(=O)=O)c2)c([N+](=O)[O-])c1	-9	6	7%	-9%	15%	-0.1	-1%	25%	-4
O=C(NCCCN1CCCCCC1)C1CC(=O)N(C2CCCC2)C1 (stereo not drawn)	11	-7	-9%	-16%	11%	0.7	2%	0%	x
O=c1/c(=C/c2ccco2)sc2n1CN(c1ccccc1)CN=2	-17	-7	-13%	-9%	2%	0.3	0%	0%	-10
Nc1cc(C(=O)O)ccc1Nc1ccccc1	0	3	-6%	-10%	7%	-3.1	3%	4%	0
COCCCNC(=O)CN(CCc1ccccc1)S(=O)(=O)c1ccc(C)cc1	4	-2	-5%	-5%	11%	2.2	4%	u	-1
Cc1ccc(S(=O)(=O)N2[C@@H](c3ccc(Cl)cc3)C(C(=O)O)=C[C@H]2C(C)(C)C)cc1	24	6	u	-4%	5%	0.3	-6%	u	6
Cc1ccc(C)c(N2CCN(C(=O)CCc3nc4ccccc4[nH]3)CC2)c1	-17	-9	-9%	3%	0%	-3.4	10%	u	-4
Cc1cc(C)cc(OCC(=O)O/N=C(\N)Cc2ccc([N+](=O)[O-])cc2)c1	-4	3	-6%	-10%	16%	-1.6	10%	u	6
O=C(OCCCOC(=O)c1ccc(Br)o1)c1ccc(Br)o1	-13	-6	-7%	-9%	-2%	-3.1	-1%	13%	-3
Cc1c(Cl)ccc2c1NC(=O)[C@]21N[C@@H](Cc2ccccc2)[C@H]2C(=O)N(c3ccc(F)cc3)C(=O)[C@H]21	-10	4	1%	-11%	-2%	-0.5	-12%	u	22
CC(=O)Nc1nnc(SCC(=O)Nc2nc(C)cs2)s1	-22	1	-5%	-32%	-7%	5.6	-11%	10%	1
Cc1cccc(OCC(=O)N(C)CC(=O)Nc2cccc(F)c2)c1C	-9	1	-9%	4%	13%	-0.7	7%	u	8
O=C(Nc1ccccc1C(F)(F)F)C(O)(c1ccccc1)C1CCCCC1 (stereo not drawn)	-29	-23	-6%	6%	4%	0.7	1%	6%	-6
O=C(Nc1cccc(S(=O)(=O)N2CCCCC2)c1)C1CC(=O)N(Cc2ccccc2)C1 (stereo not drawn)	4	-4	-7%	-3%	13%	0.3	-14%	0%	-1
O=C(NCc1ccccc1)C(c1cccnc1)N(C(=O)c1csnn1)c1ccc(F)cc1 (stereo not drawn)	10	-8	-2%	11%	5%	-0.6	-6%	-10%	-1
COc1ccc(C(=O)NC(=S)NCc2ccco2)cc1OC	15	-5	-7%	2%	22%	-0.5	-17%	3%	-5
O=C(NCc1ccc(F)cc1)c1ccc(S(=O)(=O)N2CCCCC2)cc1	1	4	5%	-1%	-1%	-0.1	4%	-11%	1
CC(=O)OCCSc1c(-c2ccccc2)c2cc(Cl)ccc2[nH]c1=O	30	1	-12%	-33%	12%	0.9	4%	-24%	1
CC1=C(C(=O)Nc2ccc(Cl)cc2)C(c2ccncc2)C(C#N)=C(SCC(N)=O)N1 (stereo not drawn)	22	5	-17%	-1%	-2%	-0.1	-29%	-9%	-10
CC(C)(C)OC(=O)N(Cc1ccccc1)Cc1cccc(OCc2cccc(NC(=O)c3ccccc3)c2)c1	-5	11	-2%	-5%	-1%	2.9	1%	u	0
Cc1ccc(F)cc1C(=O)N1CCCC(c2cc(C(=O)NCc3ccccc3)no2)C1 (stereo not drawn)	15	6	5%	-1%	-6%	-0.3	-2%	-26%	7
Cc1ccc(NC(=O)C2OCCc3ccccc32)cc1C (stereo not drawn)	-10	-1	-13%	-6%	10%	1.9	-4%	u	11
O=C(Nc1ccc(F)cc1)C(c1ccncc1)N1CCN(C(=O)c2ccco2)CC1 (stereo not drawn)	-12	-15	-3%	4%	x	-0.3	-26%	23%	2
CCCCNC(=O)Nc1nnc(-c2ccc(Cl)cc2)o1	-19	-5	-8%	4%	-11%	0.4	10%	u	2
CCC(Sc1nc2ccc(N)cc2s1)C(=O)Nc1nccs1 (stereo not drawn)	-21	-9	-24%	5%	0%	-1.6	-4%	0%	-5
Fc1ccc(-c2csc3nnc(SCc4cccnc4)n23)cc1	-13	1	-3%	6%	10%	-1.2	3%	0%	x
CC(=O)Nc1ccc(NC(=O)CSc2ccc3nnc(-c4ccccn4)n3n2)cc1	1	4	2%	-4%	0%	0.2	11%	10%	2
Cc1csc(N(C(=O)c2ccccc2F)c2ccccc2)n1	-17	-4	-11%	-3%	11%	0.1	-3%	u	-1
COc1cc(C)ccc1OCCCOc1ccccc1Cl	-10	-4	6%	-14%	1%	-0.5	4%	u	10
CCOC(=O)C1CC(=O)c2cc(OC)c(OC)cc2C1 (stereo not drawn)	-19	3	-10%	-2%	5%	0.4	1%	0%	-25
N#Cc1ccc(-c2csc(NNC(=O)c3ccccc3)n2)cc1	23	3	-4%	-18%	-14%	-1.2	u	0%	-22
CCOc1ccc(S(=O)(=O)N2CCC(C(=O)NCc3ccccn3)CC2)cc1	9	6	-1%	8%	5%	-0.6	-4%	7%	0
Cc1noc2ncnc(N3CCCCC3)c12	18	1	-1%	10%	5%	-0.7	-16%	1%	-2
Cc1c(-n2c(-c3ccccc3Cl)n[nH]c2=S)c(=O)n(-c2ccccc2)n1C	-8	-12	-4%	1%	-3%	-2.2	0%	0%	-5
COc1ccc(C(=O)C2CCCN(Cc3cn(C)nc3-c3ccccc3)C2)cc1F (stereo not drawn)	-18	-1	-6%	5%	10%	-2.3	-29%	u	2
COc1ccc(-c2nn(C)c(=O)c3ccccc23)cc1CNC(=O)c1ccco1	17	-14	-11%	-8%	19%	-0.4	9%	72%[activator]	-8
C=CCn1c(SCC(=O)c2[nH]c(C)c(C(=O)OCC)c2C)nc2scc(-c3ccc(OC)cc3)c2c1=O	2	0	-17%	10%	-1%	-0.1	-8%	30%[activator]	8
Cc1ccc(N(Cc2ccc(C(=O)Nc3c(C)n(C)n(-c4ccccc4)c3=O)cc2)S(C)(=O)=O)cc1C	-17	5	7%	2%	13%	0.7	-11%	7%	2
COCCCNC(=O)c1cc(C(=O)Cc2ccccc2)c[nH]1	12	18	-4%	1%	2%	-3.1	-11%	43%[activator]	2
COc1ccc(C(=O)Oc2ccc[nH]c2=O)cc1	21	-4	-8%	-7%	-4%	-1.4	13%	-21%	-4
c1ccc(-c2nn3c(C4CCCCC4)nnc3s2)nc1	u	1	1%	2%	-7%	-0.2	-14%	8%	-5
CCC(=O)N1CCC1(C)C(=O)Nc1cnc2ccccc2c1 (stereo not drawn)	0	-7	-4%	-1%	0%	-0.2	6%	10%	-1
CCCCOC(=O)Nc1ccc(C(=O)OC)cc1	14	3	-1%	2%	0%	0.6	-5%	0%	x
O=C(COc1ccccc1C(=O)Nc1ccccc1)NCCc1ccccc1	12	1	0%	-4%	6%	-0.4	7%	-24%	14
CC(C)c1ccc(NC(=O)CCCN2C(=S)NC(C)(C)CC2C)cc1 (stereo not drawn)	8	7	-1%	-3%[57.1 µM]	18%	-1.0	u	u	5
COc1cc(NC(=O)CCCNC(=O)c2ccc(Cl)cc2)cc(OC)c1	6	-2	-24%	5%	14%	-0.4	1%	5%	1
CCC(=NCCc1ccccc1)C1=C(O)CCC1=O	15	6	-8%	3%	-10%	-0.1	-9%	2%	-9
CCOc1ccccc1N(C(=O)Nc1ccc(Cl)cc1)C1=NCCS1	0	10	-3%	-2%	19%	-1.7	-14%	14%	-2
COC(=O)[C@@H](NC(=O)NCCC1=CCCCC1)C(C)C	14	-4	-13%	14%	10%	0.2	-14%	u	2
CCc1nc2c(sc3nc4c(cc32)COC(C)(C)C4)c(=O)n1Cc1ccccc1	3	-3	2%	1%	1%	-3.2	-8%	0%	x
COc1ccccc1CNC(=O)Cc1ccccc1	-8	1	-9%	-25%	-6%	3.0	16%	1%	-5
COC(=O)[C@]12CCCCC=C1N(Cc1ccc(Cl)cc1Cl)C(=O)[C@H](CC(=O)NCCCCc1ccccc1)C2	-9	-1	3%	-10%	-3%	-1.0	-15%	u	19
O=S(=O)(c1cccc2nsnc12)N1CCN(c2ccc(F)cc2)CC1	-10	2	-11%	-5%	22%	-2.8	15%	11%	-1
